Source: PubChem BioAssay
Arrestin-AP2 inh = human beta-arrestin and AP2 interaction inhibition | inhibition, % at 10 µM | FITC-arrestin peptide / GST-AP2 beads, flow cytometry; AP2 beta2 appendage carries R879A mutation | 340,000 compounds, 0.31% hits;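 active means inhibition above a set limit, near 3 SD of compounds lacking own fluorescence, cut at about 54% in these data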;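 further: plate controls were DMSO wells for no effect and 5 µM unlabelled arrestin peptide for full effect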
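System: GST-AP2 R879A bound to glutathione beads, E. coli-expressed. Also added: 50 nM FITC-arrestin peptide. Schedule: compound with beads 12 min RT, then probe 1 h RT. Signal: bead flow cytometry, FITC channel. Read-out basis: percent response.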
Tat export inh = E. coli Tat transport inhibition | 340,000 compounds, 0.036% hits | inhibition, % at 10 µM | E. coli MC4100 TorA-mCherry Tat export, fluorescence;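 active means mean replicate inhibition at least 50% and at least half of replicates individually reaching 50%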;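 further: exported cargo escapes ClpAP degradation while cytoplasmic cargo is degraded and loses fluorescence; 0% = median of neutral control wells and 100% = median of NaSCN control wells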
E coli growth = counter-screen for AddAB inhibitors: E. coli growth inhibition; inhibition, % at 11.9 µM; 330,000 compounds, 0.27% hits; AID 449728; E. coli V3065 growth, OD600 absorbance, 18 h;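 active means inhibition above the campaign's mean inhibition across all tested compounds plus 3 SD, cut at about 9.9% in these data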;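 further: uninfected addAB+ strain grown without phage in ampicillin broth; 0% = DMSO wells and 100% = ciprofloxacin 0.95 µg/ml wells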
OPRM1-OPRD1 inv = inverse agonist of human OPRM1-OPRD1 heterodimerization. inhibition, % at 9.3 µM. cell-based MOR-DOR heterodimer luminescence, inverse agonism. 340,000 compounds, 0.21% hits. AID 504357. P35372+P41143; in the data active means inhibition above about 22%, passing the limit was not always enough;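 further: 0% = cells with DMSO and 100% = wells without cells with DMSO; values of inactives mirror those of a sister screen read the other way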
PfHsp90 set2 = inhibits growth of yeast expressing Plasmodium falciparum Hsp90. S. cerevisiae expressing PfHsp90, BacTiter-Glo ATP, 48 h; yeast lacking PDR1 and PDR3 efflux regulators. inhibition, % at 9.4 µM. 310,000 compounds, 0.32% hits. AID 504621;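 active means every replicate shows inhibition above about 80%, whatever the replicate mean, limit read from the data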;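 further: 0% = DMSO neutral controls and 100% = 20 µM radicicol positive controls; yeast relying on Plasmodium falciparum Hsp90 in place of its own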
AddAB inh = less growth of phage-infected E. coli with AddAB | E. coli expressing H. pylori AddAB, absorbance growth | inhibition, % at 11.9 µM | 330,000 compounds, 0.29% hits; in the data active means inhibition above about 12%;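 further: 0% = vehicle wells of infected cells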
phage Ecoli inh = E. coli growth loss with phage present; growth absorbance; inhibition, % at 11.9 µM; 360,000 compounds, 0.26% hits; in the data active means inhibition above about 11%
PKA-R1A act = PKA-R1A complex activation. PKA-R1A dissociation, Cy5-IP20 fluorescence polarization; scaled: DMSO 0%, 113 µM cGMP 100%. activation, % at 11.4 µM. P00514+P68181. 340,000 compounds, 0.083% hits;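 active means percent activation above the mean of all tested compounds plus 3 SD, cut at about 19% in these data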;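 further: higher means more PKAc released from R1A so a rise in polarization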
DSG3 Ab inh = inhibitors of pemphigus antibody binding to human desmoglein-3; P32926; DSG3-coupled beads, scFv-anti-DSG3-GFP binding, flow cytometry; active compounds read low; binding (percent of control), % at 10 µM; 310,000 compounds, 0.48% hits;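 active means binding more than 3 SD below its plate's average and above zero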;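 further: hits lower antibody fragment binding to DSG3; some compounds called inactive have numbers as strong as hits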
Target sequence (P32926 whole entry, looked up, the tested form may be a part): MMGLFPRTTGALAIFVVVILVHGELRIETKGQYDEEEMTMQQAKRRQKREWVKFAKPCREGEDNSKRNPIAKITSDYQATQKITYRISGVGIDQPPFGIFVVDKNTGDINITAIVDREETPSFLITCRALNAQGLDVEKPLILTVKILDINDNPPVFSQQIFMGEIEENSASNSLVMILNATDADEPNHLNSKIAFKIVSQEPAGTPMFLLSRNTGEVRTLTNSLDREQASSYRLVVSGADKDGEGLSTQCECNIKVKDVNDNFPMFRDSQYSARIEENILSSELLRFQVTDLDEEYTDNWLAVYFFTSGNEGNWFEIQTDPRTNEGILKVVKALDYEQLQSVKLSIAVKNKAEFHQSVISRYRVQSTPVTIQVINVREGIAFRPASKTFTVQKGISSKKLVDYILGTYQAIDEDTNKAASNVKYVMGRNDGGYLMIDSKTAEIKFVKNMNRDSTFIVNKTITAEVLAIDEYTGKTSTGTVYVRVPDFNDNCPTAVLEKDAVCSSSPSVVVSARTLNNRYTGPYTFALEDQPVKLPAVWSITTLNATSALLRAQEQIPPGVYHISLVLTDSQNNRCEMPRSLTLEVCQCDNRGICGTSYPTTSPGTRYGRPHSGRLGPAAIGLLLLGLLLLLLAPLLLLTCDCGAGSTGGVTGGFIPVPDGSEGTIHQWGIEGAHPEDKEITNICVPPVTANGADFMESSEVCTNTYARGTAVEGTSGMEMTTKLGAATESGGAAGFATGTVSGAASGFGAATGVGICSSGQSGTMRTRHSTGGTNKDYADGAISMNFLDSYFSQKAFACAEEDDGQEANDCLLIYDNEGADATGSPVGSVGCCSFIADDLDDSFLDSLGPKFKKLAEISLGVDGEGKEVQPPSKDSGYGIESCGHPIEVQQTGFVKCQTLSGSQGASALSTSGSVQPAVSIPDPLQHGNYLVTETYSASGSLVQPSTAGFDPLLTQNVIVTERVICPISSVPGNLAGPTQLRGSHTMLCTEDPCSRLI
Mot1-301 SUMO = inhibitors of SUMOylation pathway: yeast Mot1-301 growth rescue | S. cerevisiae Mot1-301 growth rescue, ATP luminescence, 38.5C; percent above DMSO median, 100 means doubled | growth rescue, % at 18.8 µM | 320,000 compounds, 1% hits | AID 2716;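 active means every valid replicate shows activation above 250% relative to neutral control wells; inactive means the rest, any valid replicate at or below 250%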;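 further: OY570 slx delta 5 strain wells were the positive control but not used for scaling; some compounds called inactive have numbers as strong as hits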
OPRM1-OPRD1 ag = OPRM1-OPRD1 heterodimerization agonism; activation, % at 9.3 µM; P35372+P41143; AID 504326; 340,000 compounds, 0.3% hits; cells, luminescence; in the data active means activation above about 18%;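 further: 0% = vehicle-treated cells and 100% = reference agonist; values of inactives mirror those of a sister screen read the other way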
* marks the source's active call; other numbers are inactive results; . = no result given.

structure	OPRM1-OPRD1 inv	Arrestin-AP2 inh	PKA-R1A act	Tat export inh	AddAB inh	E coli growth	OPRM1-OPRD1 ag	DSG3 Ab inh	Mot1-301 SUMO	phage Ecoli inh	PfHsp90 set2
C/C(=N\NC(=S)Nc1cc(S(=O)(=O)N2CCOCC2)ccc1Cl)c1ccccc1F	-5.9	-0.1	3.5	4.5	0.0	-0.3	1.1	97.4	-8.2	3.4	-19.4
COc1ccc(/C=N/Nc2ccc(C(=O)O)cc2)cc1Br	9.2	7.8	-0.4	6.8	4.2	3.2	-1.8	103.8	15.2	3.0	-31.9
Cc1ccc(S(=O)(=O)Nc2cccc(N(C)S(C)(=O)=O)c2)cc1[N+](=O)[O-]	15.8	-1.2	7.6	8.1	1.0	3.0	-3.2	104.8	-16.5	3.8	12.8
O=C(CNC(=O)c1ccc(Cl)cc1Cl)OCc1nnc(-c2ccccc2Br)o1	-2.6	7.2	-0.9	4.5	-2.5	-1.3	0.6	93.0	-9.6	3.6	-39.0
S=c1nc(-c2ccccc2)[nH]c2ccccc12	13.3	7.2	-1.6	-7.2	-3.9	-0.8	-2.7	101.7	.	-0.2	-6.0
Cc1ccc(C(=O)Nc2nnc(C)s2)cc1	.	-1.9	.	3.5	4.9	1.5	.	96.0	-23.5	1.0	3.8
Cc1ccc(NC(=O)C(NC2CCCc3ccccc32)c2ccccc2)cc1Cl (centres undefined)	-3.1	-2.3	-3.4	2.7	3.5	-1.0	0.5	84.7	14.5	-0.6	.
N#CCCN1CCN(S(=O)(=O)c2ccc(S(=O)(=O)NCC3CCCO3)cc2)CC1 (centres undefined)	9.8	4.0	5.2	-2.2	2.5	1.0	-1.9	104.9	48.3	0.8	.
COc1ccc(NS(=O)(=O)c2cc3c4c(c2)CCN4C(=O)CC3)cc1OC	26.9	-1.8	1.1	-3.3	-0.4	-2.0	-5.5	104.1	-8.5	.	-3.6
CCOP(=O)(OCC)C(NC(=O)Nc1ccc(Cl)cc1)c1ccccc1 (centres undefined)	1.8	-2.3	-1.2	7.8	3.3	0.1	-0.3	95.3	30.1	0.8	14.3
CC1CCCC(NC(=O)c2cccc(N3CCCC3=O)c2)C1C (centres undefined)	-4.9	6.3	3.1	-1.2	0.7	-1.8	0.7	101.2	-5.2	2.4	8.0
CCCn1c(=O)c(C(=O)Nc2cc(C)ccn2)c(O)c2ccccc21	14.7	-2.4	5.4	-5.3	4.3	1.0	-3.0	122.1	-6.4	0.3	-22.5
CCOC(=O)C1(NC(=O)C2(N3C(=O)c4ccccc4C3=O)CCCC2)CCCC1	11.7	2.4	-3.0	-8.4	.	.	-2.2	93.8	.	-0.5	.
COc1cccc(OC)c1OCCCOc1cccc2cccnc12	7.5	0.4	-7.8	2.9	0.5	1.4	-1.6	120.6	-10.0	0.7	.
Cc1[nH]c2ccccc2c1C(=O)CSc1ncn[nH]1	9.7	2.9	6.9	-7.9	1.3	0.5	-1.6	100.4	-9.3	2.9	22.8
CCc1cc(C(=O)Nc2ccc(C)cc2Br)cs1	-7.8	1.8	-1.5	6.9	3.5	0.2	1.3	.	4.1	4.1	.
COc1ccc(CC(=O)N/N=C/c2ccc(Cl)s2)cc1OC	6.3	6.0	-11.3	4.5	-0.2	-1.2	-1.4	107.1	15.0	3.0	3.0
CN(Cc1ccon1)C(=O)CCc1nnc(Cc2ccc(-c3ccccc3)cc2)o1	17.5	-14.4	7.1	3.6	-1.3	0.0	-3.4	100.0	-4.4	1.3	-0.2
O=C(CSc1nnc2nnc3ccccc3n12)N1CCOCC1	4.7	1.3	-7.5	-1.5	-1.3	-4.3	-1.4	107.8	345.9	-2.3	13.7
C=C1C[C@H](O[C@@H]2O[C@H](CO)[C@@H](O)[C@H](O)[C@H]2O)[C@@H]2[C@H](OC(=O)[C@H]2C)[C@H]2[C@H](C)[C@@H](O)C[C@@H]12	1.6	5.9	-4.5	-0.6	2.2	0.8	-0.3	99.5	-0.4	3.2	4.4
CCCCn1c(SCC(=O)Nc2ccc(NC(C)=O)cc2)nc2ccccc2c1=O	8.8	9.3	-1.9	-1.9	1.2	1.4	-1.8	94.4	-4.2	1.0	-6.7
O=C(OCC(=O)N(CCc1ccccc1)Cc1ccccc1)c1cc(S(=O)(=O)N2CCOCC2)ccc1F	2.1	24.8	1.3	9.8	0.7	2.0	-0.3	92.7	-2.5	2.1	17.3
COCCNC(=O)c1ccccc1NC(=O)c1ccc(OC)c(OC)c1	5.5	11.3	0.1	-4.2	2.4	1.6	-1.1	95.1	-10.6	1.6	-10.3
Cc1ccc2nc(SCC(=O)Nc3ccccc3N3CCOCC3)c(C#N)cc2c1	-3.6	13.5	13.6	-5.1	1.8	-0.6	0.7	101.3	-2.2	2.0	-20.0
C#CCOc1c(Cl)cc(/C=N/O)cc1OC	5.9	1.1	-3.9	0.4	0.3	-0.8	-1.2	.	-13.5	3.8	7.5
CCC1(C)Cc2nc(Cl)c(C#N)cc2CO1 (centres undefined)	9.4	9.7	5.9	-1.8	0.0	0.2	-1.9	106.8	-5.7	4.5	-20.0
NS(=O)(=O)c1ccc(NNC(=O)c2cccs2)cc1	14.8	-11.9	-10.7	-1.1	7.9	-0.5	-3.0	.	-0.4	1.0	-6.0
COc1ccc(S(=O)(=O)Nc2ccccn2)cc1C(=O)Nc1ccccc1	19.6	14.8	4.8	-3.1	-3.2	-2.4	-3.5	104.2	1.1	-1.8	-5.6
CC(C)CCNC(=O)CN(C)S(=O)(=O)c1cccc2nsnc12	9.8	-5.7	-13.5	11.9	1.0	-0.8	-1.7	103.7	13.8	0.1	.
c1csc(CNc2ncnc3ccc(-c4ccc5c(c4)OCCO5)cc23)c1	12.0	10.9	-3.4	2.8	2.2	-1.7	-2.1	107.9	167.2	3.0	12.6
COc1c(F)c(F)c(C(=O)Nc2c(C)cc(Br)cc2C)c(F)c1F	7.9	-24.5	-11.3	8.4	0.4	0.2	-1.5	94.2	0.7	3.9	3.0
O=C(NC(=S)Nc1cc(C(F)(F)F)ccc1N1CCOCC1)c1ccc(-c2cccc(Cl)c2)o1	4.5	2.7	-6.7	-11.2	2.2	0.3	-0.8	.	-11.4	4.2	9.0
CS(=O)(=O)N1N=C(c2ccco2)CC1c1ccco1 (centres undefined)	10.5	5.0	-3.7	3.8	-0.4	-0.6	-2.2	115.4	-5.0	2.4	2.6
COc1ccc(NC(=O)c2ccc(NC(=O)CN3CCC(C(N)=O)CC3)cc2)cc1	15.6	-7.4	5.2	-9.7	-0.2	-0.2	-3.0	113.1	9.2	1.2	27.0
COc1cccc(NC(=O)c2cccc(C)c2[N+](=O)[O-])c1	12.9	1.1	-0.2	3.6	3.2	-0.1	-2.5	99.8	24.4	1.9	1.0
O=C(O)C1(Nc2ccccc2Cl)CCCC1	22.1	-7.3	2.4	0.8	.	.	-4.2	122.0	.	-1.9	2.8
COc1ccc(NC(=O)c2ccc(-c3ccccc3)cc2)cc1S(=O)(=O)N1CCOCC1	-29.9	35.1	-6.2	-11.1	-1.4	-1.7	6.2	88.0*	16.1	2.1	-1.1
O=C(CN1CCC(n2nnc3ccccc32)CC1)NCc1cccs1	5.4	-7.7	-1.7	0.3	1.5	0.6	-0.9	.	4.2	2.9	-32.4
CCOc1ccc2[nH]cc(C(=O)NCc3ccccc3)c(=O)c2c1	-14.7	7.4	-4.3	3.7	1.1	0.0	3.1	99.8	-9.3	0.1	15.4
O=C(COC(=O)CCSc1ccccc1)Nc1ccc(F)cc1Cl	-17.2	-9.6	6.7	0.6	-2.2	-2.8	3.4	96.6	-5.5	3.2	19.6
COc1cc(C(C)=O)ccc1OCC(=O)N(CCC1=CCCCC1)c1c(N)n(Cc2ccccc2)c(=O)[nH]c1=O	3.2	-3.8	3.8	-10.2	-3.8	-1.0	-0.5	97.4	54.4	1.9	.
COc1cccc(NC(=O)C2CCC(CNS(=O)(=O)c3cccs3)CC2)c1 (centres undefined)	10.8	5.9	5.6	-6.3	1.9	-0.7	-2.1	106.5	-11.9	2.1	1.9
Nc1cc(=O)n(Cc2ccccc2)c(=O)n1Cc1ccccc1	17.9	34.2	5.3	-4.4	.	.	-3.7	.	.	1.8	-17.6
CC(C)OCC1Cn2c(nc3c2c(=O)n(C)c(=O)n3C)O1 (centres undefined)	13.1	-11.1	-6.3	-3.9	-1.5	-1.8	-2.6	98.9	-10.8	3.6	12.0
Fc1cccc2sc(N3CCOCC3)nc12	10.7	-7.2	2.8	3.2	2.9	-1.3	-1.8	105.0	14.8	2.5	.
Cc1ccc(NC(=O)CN2CCCCCC2)cc1Br	13.8	30.4	-6.8	1.0	0.2	-0.5	-2.6	85.4	6.4	4.1	17.7
CC(C)OC(=O)c1cc(NC(=O)C2C3C=CC(O3)C2C(=O)O)cc(C(=O)OC(C)C)c1 (centres undefined)	6.5	-4.9	-9.0	1.4	-0.7	-0.8	-1.4	105.8	406.9	1.4	19.2
CCN(c1ccc(OC)cc1)c1ncnc2nc[nH]c12	13.4	3.7	-1.1	7.7	-0.6	1.5	-2.6	102.1	-2.9	0.8	4.2
COc1ccc(NC(=O)Cc2c(C)n(C(=O)c3ccc(Cl)cc3)c3ccc(OC)cc23)cc1	-9.1	-0.6	-9.9	2.9	4.4	-1.5	1.2	96.0	16.9	4.5	-3.5
CCOC(=O)C1=C(C)N=c2s/c(=C/c3ccccc3)c(=O)n2C1c1ccc(OC)c(OC)c1 (centres undefined)	5.2	0.0	-1.9	-2.2	-0.1	-0.5	-1.2	107.2	-5.8	1.3	-18.1
Cc1cc(C)c(-c2csc(NC(=O)COC(=O)c3ccc4c(c3)OCO4)n2)c(C)c1	-1.8	26.6	1.0	3.4	2.8	-1.8	0.3	103.1	13.4	5.0	-3.3
COc1ccc(S(=O)(=O)NCCOc2ccccc2)cc1OC	-4.8	-1.1	-10.5	3.3	1.7	1.2	0.9	103.3	3.4	1.8	-2.6
COCCn1c(C)cc(/C=C(\C#N)C(=O)OCC(=O)Nc2ccc(S(N)(=O)=O)cc2)c1C	13.4	2.9	-3.9	7.1	.	.	-2.0	102.9	.	2.5	-4.5
O=C(Cc1ccccc1[N+](=O)[O-])OCC(=O)c1c[nH]c2ccccc12	0.4	-13.1	-4.0	-3.9	0.2	-2.4	-0.1	94.1	-6.2	2.3	0.2
C/C(=N\NC1=NCCN1)c1ccccc1	.	1.7	.	-13.0	-0.8	0.6	.	99.6	-17.7	4.2	-2.6

Compounds as they come; any-hit rate near 2.8%.
